INS promoter inh – TRM-6 insulin promoter activity inhibition. TRM-6 cells (human fetal islet line), insulin promoter-eGFP reporter, imaging; reporter expression induced with tamoxifen. inhibition, % at 2 µM. hit rate 0.9% among 130,000. AID 1273;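 active = inhibition above the mean plus 3 SD, with well images judged a real hit on visual review, cut at about 60% in these data, passing the limit was not always enough; inconclusive = inhibition over the cutoff but images rejected on review; inactive = inhibition not above the cutoff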
SDO1 yeast rescue – sdo1-depleted yeast growth rescue; S. cerevisiae sdo1-depleted JHY4D growth rescue, OD600 30 h; stronger effect = higher value; pdr5 snq2 efflux-pump mutant strain; z-score at 10 µM; hit rate 0.21% among 140,000;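 active = z-score above 3 at both the 24 hr and the 30 hr optical density reads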;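 also: z-score against mean and SD of all compound wells on the same plate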
SDO1 yeast rescue Rescue 24 h – recorded beside SDO1 yeast rescue, whose call it bears; z-score; S. cerevisiae sdo1-depleted JHY4D growth rescue, OD600; measured here: growth rescue at 24 h;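 0 is the plate mean of compound wells and units are plate SD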
Numbers without * were called inactive; ? = inconclusive; / = no result given; & = joins results of further samples. Only part of the results is shown; rates above refer to the full screens.

item	Structure	INS promoter inh	SDO1 yeast rescue	SDO1 yeast rescue Rescue 24 h
1	CCOC(=O)c1c(C)c(C(=O)Nc2ccc3c(c2)OCCO3)c(C)n1C	-12	-0.62	-0.76
2	CC(C)=CC(=O)OCC(=O)NC(=O)NC(C)(C)C	59	0.54	0.38
3	CCN(C(=O)CSc1nnc(-c2ccc(F)cc2)c2ccccc12)C1CCS(=O)(=O)C1 (stereo not given)	-62	/	/
4	CC1OC2(C)OC(=N)C1(C#N)C(C#N)(C#N)C2c1ccccc1 (stereo not given)	-26	1.7	1.9
5	COc1cc(C)nc(NC(=O)COc2ccc(Cl)cc2C)n1	9	-0.5	-0.54
6	Nc1c(-c2ccccc2Cl)cnn1-c1cccc([N+](=O)[O-])c1	-44	-0.82	-0.59
7	COc1ccc(C)cc1NC(=O)NCc1ccccn1	-35	/	/
8	CCOc1ccc(N2C(=O)CC(Sc3nc4ccc(OCC)cc4s3)C2=O)cc1 (stereo not given)	43	/	/
9	COc1ccccc1C1SCCN1S(C)(=O)=O (stereo not given)	/	0.67	0.15
10	COc1ccc2c(c1OC)C(=O)OC2C1c2c(cc3c(c2OC)OCO3)CCN1C (stereo not given)	-19	-1.2&0.29	-1.4&0.03
11	CCN1CCN(C(=S)Nc2ccc(Cl)cc2)CC1	57	0.88	1.1
12	O=C(Nc1ccc(Cl)cc1)N[C@@H]1c2c(ccc3ccccc23)OC[C@@H]1CO	/	-1.9	-1.2
13	O=C(COC(=O)CC1CC2CCC1C2)NC(=O)NC1CCCC1 (stereo not given)	29	/	/
14	O=C(NCCCn1ccnc1)c1cnn2c1NC(c1ccccc1)CC2C(F)(F)F (stereo not given)	-200	0.48	-0.83
15	CC(=O)Cn1c(N2CCC(Cc3ccccc3)CC2)nc2c1c(=O)[nH]c(=O)n2C	/	-0.28	-0.23
16	CCC(Oc1ccccc1)C(=O)Nc1ccccn1 (stereo not given)	-58	-0.12	-0.69
17	Cc1ccc(/C=N/NC(=O)c2cccc(S(=O)(=O)Nc3ccccc3Cl)c2)s1	/	0.35	0.3
18	CCc1ccc(C(=O)CSc2n[nH]c(-c3ccncc3)n2)cc1	3	1.3	0.43
19	Cc1[nH]c2ccccc2c1SCC(=O)O	12	-0.9	-0.72
20	Fc1ccc(CSc2ccc(-c3ccco3)nn2)cc1	/	-0.3	0.34

Reprinted from the part before: seven compounds, followed by the next part.
item	Structure	INS promoter inh	SDO1 yeast rescue	SDO1 yeast rescue Rescue 24 h
14	O=C(NCCCn1ccnc1)c1cnn2c1NC(c1ccccc1)CC2C(F)(F)F (stereo not given)	-200	0.48	-0.83
15	CC(=O)Cn1c(N2CCC(Cc3ccccc3)CC2)nc2c1c(=O)[nH]c(=O)n2C	/	-0.28	-0.23
16	CCC(Oc1ccccc1)C(=O)Nc1ccccn1 (stereo not given)	-58	-0.12	-0.69
17	Cc1ccc(/C=N/NC(=O)c2cccc(S(=O)(=O)Nc3ccccc3Cl)c2)s1	/	0.35	0.3
18	CCc1ccc(C(=O)CSc2n[nH]c(-c3ccncc3)n2)cc1	3	1.3	0.43
19	Cc1[nH]c2ccccc2c1SCC(=O)O	12	-0.9	-0.72
20	Fc1ccc(CSc2ccc(-c3ccco3)nn2)cc1	/	-0.3	0.34
21	Cc1ccc(S(=O)(=O)Nc2ccc3c(c2)nc2n3CCN(Cc3ccccc3)C2)cc1	0	-1.3	-1.6
22	CN1CCN(C(=O)/C=C\c2ccc(Cl)cc2)CC1	-7	1.1	0.85
23	COc1ccccc1OCCCN1C(=O)C(=O)c2cccc(C)c21	-75	/	/
24	Cc1onc(-c2c(Cl)cccc2Cl)c1C(=O)NCCc1ccc(S(N)(=O)=O)cc1	24	0.93	2.5
25	O=C(CCCN1C(=O)/C(=C\c2cccs2)SC1=S)NNC(=O)c1cccnc1	48	/	/
26	CC(C)CNC(=O)NC(=O)COC(=O)c1ccccc1Sc1ccc(C(F)(F)F)cc1[N+](=O)[O-]	/	-0.63	0.11
27	O=C(c1ccccc1)c1ccc(OC(=O)N2CCOCC2)cc1	-6	0.74	0.46
28	CC(/C=N/n1c(-c2cc(C)[nH]n2)n[nH]c1=S)=C\c1ccccc1	/	0.74	0.67
29	CCCn1c2c(c(O)c(C(=O)Nc3nccs3)c1=O)CCCC2	/	1.3	1.9
30	Clc1ccc(-c2cnc(Oc3ccccc3)nc2)cc1	8	1.4	0.12
31	COc1ccc(N=Cc2cc(Cc3ccccc3Cl)cc([N+](=O)[O-])c2O)cc1OC	-50	/	/
32	O=C(NNC1=C(C(=O)C(F)(F)F)CCC1)c1cccc(Cl)c1	42	0.31	-0.18
33	COc1ccc2c(=O)c(-c3cnn(-c4ccccc4)c3)c(C)oc2c1	-235	-2	-0.63
34	Cc1[nH]nc2c1C(=O)CC(C)(C)C2	/	0.34	-0.48
35	CCc1ccc(N/C(SCc2ccccc2C)=C(/C#N)C(=O)NCc2ccco2)cc1	14	-0.1	-0.85
36	CCC(C(=O)OCC(=O)Nc1cc(OC)ccc1OC)c1ccccc1 (stereo not given)	-17	/	/
37	CC1Cc2ccccc2N1S(=O)(=O)c1cccc(C(=O)N2CCN(c3ncccn3)CC2)c1 (stereo not given)	22	/	/
38	Cc1cc(C)n(C(CC(=O)N2CCc3ccccc3C2)C(=O)O)n1 (stereo not given)	9	0.76	0.45
39	COC(=O)CC(c1ccc(C(C)C)cc1)n1cccc1 (stereo not given)	-7	/	/
40	Cc1ccc(N=Nc2c(N)[nH]n3c(=O)cc(-c4ccccc4)nc23)cc1	/	2	0.87

Following part.
item	Structure	INS promoter inh	SDO1 yeast rescue	SDO1 yeast rescue Rescue 24 h
41	COC(=O)C1=C(C)Nc2c(c(=O)n(C)c(=O)n2C)C1c1ccc(Cl)cc1 (stereo not given)	/	0.24	-0.47
42	CCOC(=O)c1c(C)c(C(=O)NCCN2CCOCC2)c(C)n1C	-112	0.16	0.04
43	COc1ccc(-c2cc(C(F)(F)F)nc(S(C)(=O)=O)n2)cc1	3	-2.5	-2.1
44	Oc1oc(-c2ccc(Br)cc2)nc1C=Nc1ccc(Br)cn1	-73	/	/
45	COc1ccc(O)c(CNc2ccccc2F)c1	19	/	/
46	O=C(Nc1ccccc1)N1CC=C(c2ccccc2)CC1	75*	-1.5	-1.1
47	COC(=O)c1cc(CSc2nc3ccc(C)cc3[nH]2)oc1C	15	/	/
48	COc1ccccc1N1CCN(C(=O)c2ccc(Cn3c(=S)[nH]c4cc5c(cc4c3=O)OCO5)cc2)CC1	-7	/	/
49	CCOc1ccc2ncc(S(=O)(=O)c3ccccc3)c(N3CCC4(CC3)OCCO4)c2c1	-46	-0.7	-0.32
50	N#Cc1ccsc1NC(=O)CSc1nnc(-c2ccccc2)o1	56	-2.4	-0.88
51	CC(C)Cc1nc2oc3c(=O)[nH]cnc3c2c2c1CCCC2	14	-0.43	0.16
52	Cc1nc2ccc(NC(=O)N3CCCCC3)cc2nc1C	-43	0.21	-0.09
53	COc1cc(-c2nc3n(n2)C(c2ccncc2)C(C(N)=O)=C(C)N3)cc(OC)c1OC (stereo not given)	/	-0.44&-0.51	-0.28&-0.76
54	O=C(Nc1ccccc1C(F)(F)F)C1CC(=O)N(c2ccccc2F)C1 (stereo not given)	-22	2	2.3
55	Cc1ccc(S(=O)(=O)N(c2nc(NC(C)C)nc(NC(C)C)n2)n2cnnc2)cc1	31	1.1	-0.1
56	COc1ccc(/C=C(/NC(=O)/C=C/c2ccccc2)C(=O)O)cc1	40	/	/
57	COc1ccc2c(c1)-c1c(ssc1=S)C(C)(C)N2	67	-0.52	-1.4
58	C=CCn1c(CSc2nc3ccccc3s2)n[nH]c1=S	38	-1.3	-1.2
59	Cc1cccc(Cn2c(=O)n(Cc3ccco3)c(=O)c3ccccc32)c1	-49	-1.8	-1.1
60	COc1cc(/C=N/N(C)c2ccccc2)cc(Cl)c1O	29	-3.4	-2.7

Other structures
item	Structure	INS promoter inh	SDO1 yeast rescue	SDO1 yeast rescue Rescue 24 h
61	COc1ccc(OC(C)C(=O)N2CCN(c3ccccn3)CC2)cc1 (stereo not given)	-250	0.04	0
62	C=CCn1cnc2scc(-c3ccccc3)c2c1=O	58	0.33	0.54
63	CCOCCCNS(=O)(=O)c1ccc2c(c1)oc(=O)n2CC(=O)OCC	-357	0.27	-0.59
64	O=C(Nc1nccs1)c1ccc(Br)o1	26	2.8	4
65	CC1CCCCC1NC(=O)C1CCN(C(=O)c2sccc2-n2cccc2)CC1 (stereo not given)	10	0.24	0.6
66	CCOc1ccc(NC(=O)CN(c2ccc(OCC)cc2)S(=O)(=O)c2c(C)[nH]c(=O)[nH]c2=O)cc1	36	/	/
67	CS(=O)(=O)N1CCN(c2ccc(NC(=O)CSc3ccc(Cl)cc3)cc2)CC1	/	-0.12	0.35
68	COc1cccc(-c2nc(CS(=O)(=O)CC(=O)NCCC(C)C)c(C)o2)c1	/	0.43	0.48
69	Cc1ccc(Cc2cnc(NC(=O)c3cccs3)s2)cc1	-34	-1.7	-0.83
70	CCOC(=O)C1=C(c2ccccc2)N(C)C(=O)NC1c1ccc(OC(F)F)c(OC)c1 (stereo not given)	/	-0.61	-0.38
71	Cc1ccc(S(=O)(=O)N2CCN(C(=O)CC3CCCC3)CC2)cc1	/	-0.08	-0.5
72	CC1CCC/C(=C\Nc2ccc(O)cc2)C1=O (stereo not given)	50	-0.56	-0.99
73	COc1ccc(/C=N/OCC(=O)Nc2ccc3c(c2)OCO3)c(OC)c1	50	/	/
74	COCCCNC(=O)c1c(N)n(/N=C/c2cccnc2)c2nc3ccccc3nc12	-12	-0.85	0.79
75	NC(=O)c1oc2ccccc2c1NC(=O)c1ccco1	?	-0.15	-0.78
76	O=C(Nc1ccccc1Cl)c1ccccc1S(=O)(=O)c1ccccc1[N+](=O)[O-]	/	0.14	0.15
77	CC1(C)CC(=O)CC(C)(C)N1OC(=O)c1ccccn1	0	0.49	0.06
78	COc1cccc(NC(=S)N2CCN(Cc3ccccc3)CC2)c1	/	0.21	-0.13
79	O=C(CCc1ccccc1)Nc1ccc(NC(=O)C2CCCCC2)nc1	38	/	/
80	O=C(/C=C/c1ccccc1)Nn1cnnc1	17	-0.32	0.14

(cont.)
item	Structure	INS promoter inh	SDO1 yeast rescue	SDO1 yeast rescue Rescue 24 h
81	N#C/C(=C(/O)COC(=O)c1ccccc1O)c1nc2ccccc2s1	-39	/	/
82	COc1ccc(-c2nc(CSCC(=O)NCC3CCCO3)c(C)o2)cc1OC (stereo not given)	14	0.63	-0.01
83	Cc1ccc(Cl)cc1N1CCN(C(=O)CN(C2CCCCC2)S(C)(=O)=O)CC1	-300	-0.93	-0.38
84	Cc1ccc(Cn2c(SCC(C)C)nc3c2c(=O)n(C)c(=O)n3C)cc1	8	-1.2	-0.51
85	COc1ccc(N2C(=O)CC(S/C(N)=N/N=C(\C)c3cccs3)C2=O)cc1 (stereo not given)	11	0.79	0.75
86	O=C1OC(NC(=O)c2ccccc2)C(n2cc(CO)nn2)=C1Cl (stereo not given)	/	0.6	-0.16
87	O=C(NCCO)C1CCN(S(=O)(=O)c2ccc(F)cc2)CC1	-50	-0.99	-0.96
88	CCCn1c(SCC(=O)NCCc2ccccc2)nnc1-c1ccccn1	-8	-0.17	-0.45
89	CCN(CC)C(=O)CSC1=Nc2ccccc2C2=NC(c3ccccc3)C(=O)N12 (stereo not given)	-61	1	1.2
90	CCn1c(Cc2cccc3ccccc23)nnc1SCC(=O)Nc1nccs1	6	-1	-0.16
91	COc1ccc(C2SCC(=O)N2C)cc1 (stereo not given)	19	-0.01	0.07
92	Cc1cccc(C)c1N1CCc2cn[nH]c21	-16	0.53	0.05
93	CC1=C(C(=O)OCC(C)C)C(c2ccsc2)NC(=O)N1 (stereo not given)	47	0.19	1.5
94	COCc1nnc(NC(=O)CCCOc2ccccc2)s1	32	0.1	-0.69
95	Cc1ccc(-c2c3c(nc4sc(C(N)=O)c(N)c24)CCC3)cc1	-3	-1.7	-1.1
96	COc1cc(COCC(O)CN2CCN(Cc3ccc4c(c3)OCO4)CC2)cc(OC)c1OC (stereo not given)	-51	/	/
97	COc1ccccc1N1CCN(C(=O)CCCN2C(=O)c3cccc4cccc(c34)C2=O)CC1	/	-1.4	-1.6
98	CCOC(=O)C1CCN(S(=O)(=O)c2ccc(OCC(=O)OC)cc2)CC1	31	-0.37	-0.98
99	CC(C)CC(c1nnnn1C(C)C)N1CCN(c2cccc(Cl)c2)CC1 (stereo not given)	/	-1.1	-1.5
100	O=C(C1COc2ccccc2O1)N1CCc2ccccc2C1 (stereo not given)	40	-0.05	0.11

Entries of single compounds as entered above:
COc1ccc(N2C(=O)CC(S/C(N)=N/N=C(\C)c3cccs3)C2=O)cc1 (stereo not given) in the list: INS promoter inh = 11; SDO1 yeast rescue = 0.79; SDO1 yeast rescue Rescue 24 h = 0.75
O=C(C1COc2ccccc2O1)N1CCc2ccccc2C1 (stereo not given) in the list: INS promoter inh = 40; SDO1 yeast rescue = -0.05; SDO1 yeast rescue Rescue 24 h = 0.11

Carrying on:
item	Structure	INS promoter inh	SDO1 yeast rescue	SDO1 yeast rescue Rescue 24 h
101	CC1(C)Cc2ccccc2-c2nc(CN3CCOCC3)[nH]c(=O)c21	/	1.1	0.95
102	Cc1csc(NC(=O)CSCC(=O)Nc2ccccc2)n1	12	0.57	0.03
103	Cc1cccc(NC(=O)c2sc3nc4c(c(-c5ccco5)c3c2N)CCC4)c1	13	-0.63	-0.21
104	O=c1c(-c2ccnn2-c2ccccc2F)cnc2n1CCS2	-53	2.5	2.7
105	O=C(CSc1nnc(Cn2cnc3ccccc32)o1)c1ccccc1	0	0.39	-0.26

Taken from above.
In INS promoter inh, Cc1csc(NC(=O)CSCC(=O)Nc2ccccc2)n1 has 12
In INS promoter inh, O=C(CSc1nnc(Cn2cnc3ccccc32)o1)c1ccccc1 has 0
